Screens: PubChem, National Center for Advancing Translational Sciences (NCATS)
D2 potentiator – HTS Assay for Positive Allosteric Modulators of the Human D2 Dopamine Receptor: Primary Screen for Potentiators; actives 0.34% (n = 340,000); potentiation, % at 10 µM; HEK293 T-REx D2, calcium flux, EC20 dopamine potentiation; D(2) dopamine receptor (Homo sapiens), P14416; AID 485347, 2010;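 active means potentiation over 3 SD above the plate norm, cut at about 30% in these data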; further: 0% is about no effect
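Tetracycline-induced Hek293 Trex D2 cells, force-coupled to calcium, loaded with no-wash calcium dye. Compound added with 180 s kinetic read for agonism, then EC20 dopamine and a further 180 s read for potentiation.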
TRHR enhancer – qHTS for Small Molecule Agonists and Allosteric Enhancers of Human TRH Receptor: Primary Screen for Enhancers; Thyrotropin-releasing hormone receptor (Homo sapiens), P34981; TRHR cells, fluo-8 calcium fluorescence, EC20 TRH enhancement; enhancement, % at 2 µM; actives 0.66% (n = 360,000); in the data active means enhancement above about 30%; further: 0% is about no effect
Target sequence (P34981 whole entry, looked up): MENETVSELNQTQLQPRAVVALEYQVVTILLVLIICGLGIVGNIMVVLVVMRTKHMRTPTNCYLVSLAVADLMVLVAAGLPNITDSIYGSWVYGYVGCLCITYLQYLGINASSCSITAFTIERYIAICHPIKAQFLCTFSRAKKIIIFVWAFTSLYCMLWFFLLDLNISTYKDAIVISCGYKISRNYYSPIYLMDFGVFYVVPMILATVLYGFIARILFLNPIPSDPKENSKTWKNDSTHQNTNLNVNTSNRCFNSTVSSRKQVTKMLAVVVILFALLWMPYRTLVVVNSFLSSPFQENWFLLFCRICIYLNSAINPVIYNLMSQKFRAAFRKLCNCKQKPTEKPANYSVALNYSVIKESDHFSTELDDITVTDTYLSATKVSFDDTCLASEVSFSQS
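Enhancer read-out: after compound pinning and an initial kinetic agonist-mode read, an EC20 of TRH (10 nM final) was injected and fluo-8 calcium signal (Ex 480/Em 530) followed at 1 s/cycle for 100 cycles in TRHR-expressing cells.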
D1 antag – Antagonist of Human D 1 Dopamine Receptor: qHTS | AID 504652, 2011 | HEK293 TREx D1 cells, calcium flux, dopamine EC80; hits give low values | activity change, negative = inhibition, % at 10 µM | actives 3.2% (n = 360,000) | D(1A) dopamine receptor (Homo sapiens), P21728; in the data active means activity change below about -30%; further: on the % scale 0 is the no-effect control and ±100 the full control effect
Target sequence (P21728 whole entry, looked up): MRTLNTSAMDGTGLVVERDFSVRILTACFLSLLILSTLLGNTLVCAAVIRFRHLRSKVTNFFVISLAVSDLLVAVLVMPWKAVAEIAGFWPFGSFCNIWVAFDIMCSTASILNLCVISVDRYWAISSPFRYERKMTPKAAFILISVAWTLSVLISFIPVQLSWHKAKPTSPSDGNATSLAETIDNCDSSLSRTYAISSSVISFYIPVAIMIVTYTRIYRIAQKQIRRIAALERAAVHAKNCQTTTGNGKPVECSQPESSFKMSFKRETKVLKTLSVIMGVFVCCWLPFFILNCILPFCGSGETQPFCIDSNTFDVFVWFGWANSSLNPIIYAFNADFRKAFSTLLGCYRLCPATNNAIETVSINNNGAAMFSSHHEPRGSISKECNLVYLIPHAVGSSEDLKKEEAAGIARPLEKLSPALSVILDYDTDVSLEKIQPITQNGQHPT
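Antagonism measured as reduced calcium response to an EC80 dopamine addition following 180 s compound pre-read; cells were inducible HEK293 Trex D1 plated overnight at 30 C, read kinetically at 1 cycle/sec.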
RXFP1 antagonist – qHTS Assay for Antagonists of the Relaxin Receptor RXFP1. activity change, negative = inhibition, % at 57.5 µM. HEK293-RXFP1, relaxin-stimulated cAMP HTRF, 30 min; hits give low values. actives 0.59% (n = 350,000). AID 1259400, 2018;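 active means activity change of -60% or lower, but not beyond a set lower limit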; further: on the % scale 0 is the no-effect control and ±100 the full control effect
TRHR ag – qHTS for Small Molecule Agonists and Allosteric Enhancers of Human TRH Receptor: Primary Screen for Agonists; AID 493084, 2011; TRHR cells, calcium flux fluo-8, FDSS agonist mode; activation, % at 2 µM; actives 0.18% (n = 360,000); Thyrotropin-releasing hormone receptor (Homo sapiens), P34981; further: 0% is about no effect
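Agonist-mode FDSS calcium read (Ex 480/Em 530, 1 s cycles) in 1536-well TRHR cells with fluo-8 dye, after 10-cycle baseline and 23 nL compound addition; TRH at EC20 (10 nM final) added afterwards for the enhancer phase.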
D2 antagonist – HTS Assay for Allosteric Antagonists of the Human D2 Dopamine Receptor: Primary Screen for Antagonists; inhibition, % at 10 µM; actives 2% (n = 340,000); HEK293 TREx D2 cells, calcium flux, dopamine EC80; D(2) dopamine receptor (Homo sapiens), P14416; in the data active means inhibition above about 30%; further: 0% is about no effect
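In this primary screen, negative modulation is detected by tracking calcium flux after an EC80 dopamine challenge in inducible HEK293 T-REx D2 cells preexposed to test compound for 180 s.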
D1 potentiator – Potentiators of Human D1 Dopamine Receptor: qHTS. D(1A) dopamine receptor (Homo sapiens), P21728. HEK293 TREx D1 cells, calcium flux, dopamine EC20 potentiation. potentiation, % at 10 µM. actives 0.036% (n = 360,000); in the data active means potentiation above about 30%; further: 0% is about no effect
D2 ag – HTS Assay for Allosteric Agonists of the Human D2 Dopamine Receptor: Primary Screen for Agonists. HEK293 T-REx D2 cells, calcium flux agonist mode. activation, % at 2 µM. actives 0.53% (n = 340,000). AID 485358, 2010;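 active means activation over 3 SD above normal in the single-dose calcium agonist read, cut at about 30% in these data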; further: 0% is about no effect
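Agonism scored from kinetic calcium signal (1 read/sec, 180 s) following compound pin transfer, after a 10 s baseline. Cells: HEK293 Trex line expressing inducible D2 receptor coupled to calcium, dye-loaded after overnight culture at 30 C.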
D1 ag – Allosteric Agonists of the Human D1 Dopamine Receptor: qHTS | D(1A) dopamine receptor (Homo sapiens), P21728 | HEK293 T-REx D1 cells, calcium flux, agonist mode | activation, % at 2 µM | actives 1% (n = 360,000); further: 0% is about no effect
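Inducible HEK293 T-REx D1 cells, force-coupled to calcium signalling, were plated at 4000 cells/well with tetracycline and held overnight at 30 C. After no-wash calcium dye loading, compound-evoked calcium rise over 180 s flagged agonists.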
* hit, by the source's call; . = no result given. Unless noted, no stated cut-off is given here; in the data, active means activation above about 30%; inactive means the rest.

1) Cc1ccc(C)c(N(CC(=O)NN=C2CCCCCCC2)S(C)(=O)=O)c1
2) Cc1cccc(Cn2c(COc3ccccc3)nc3ccccc32)c1
3) CCN1CCCC1CNC(=O)CCc1nc(-c2ccc(C)cc2)no1 (configuration not stated)
4) CCCCC(=O)Nc1ccc(C(N)=O)cc1
5) O=C(Nc1ccccn1)C1CCN(S(=O)(=O)c2ccccc2)CC1
6) O=C(CN1C(=O)c2cccnc2Oc2ccc(Cl)cc21)NC1CCCCCC1

screen / no. | 1 | 2 | 3 | 4 | 5 | 6
D2 potentiator | 3 | 9 | 4 | -11 | -6 | -9
TRHR enhancer | -5 | 2 | 5 | -8 | 3 | 8
D1 antag | 25 | 3 | 16 | -18 | -13 | 7
RXFP1 antagonist | 4 | . | 7 | 18 | -2 | 3
TRHR ag | 1.6 | -0.1 | -0.2 | 0.2 | 0.4 | -0.5
D2 antagonist | -13 | . | 6 | 0 | 5 | 41*
D1 potentiator | 1 | -4 | 0 | -3 | -8 | 2
D2 ag | 0.3 | 1.4 | 1.1 | -0.3 | -0.4 | 0.0
D1 ag | 3 | 10 | 0 | 1 | 1 | 1

7) COC(=O)c1ccc(Cn2cc(Cl)cn2)o1
8) CCOC(=O)c1cc2[nH]c3ccccc3c2[n+](-c2ccc([N+](=O)[O-])cc2)c1C
9) C[C@@H]1NC(=O)c2cc([N+](=O)[O-])cc(I)c2NCCCC[C@@H](C(N)=O)NC(=O)[C@H](CC(N)=O)NC1=O
10) Cc1ccc(NC(=O)COC(=O)CN2C(=O)c3ccccc3C2=O)cc1
11) COc1cc(C(=O)Nc2nc(-c3cc(C)ccc3C)c(C)s2)ccc1OCC(=O)Nc1ccc(F)cc1
12) CCN(CC(=O)Nc1cc(Cl)ccc1C)C(=O)c1cc(S(=O)(=O)N2CCCCCC2)ccc1OC

screen / no. | 7 | 8 | 9 | 10 | 11 | 12
D2 potentiator | 5 | -5 | 0 | 7 | 19 | 11
TRHR enhancer | 2 | -4 | -5 | -14 | 2 | -22
D1 antag | -29 | 9 | -19 | 26 | 5 | 7
RXFP1 antagonist | -4 | 7 | . | 1 | 3 | -6
TRHR ag | 0.1 | 0.9 | 1.2 | -0.9 | 1.2 | 0.7
D2 antagonist | 0 | 0 | 5 | -1 | 0 | -14
D1 potentiator | -10 | -9 | 1 | 6 | -8 | 4
D2 ag | 0.0 | 0.5 | -1.4 | -0.4 | 0.4 | -2.7
D1 ag | 3 | 3 | -1 | 1 | 2 | 4

Profiles as entered above. Screens in order: D2 potentiator	TRHR enhancer	D1 antag	RXFP1 antagonist	TRHR ag	D2 antagonist	D1 potentiator	D2 ag	D1 ag
CCN(CC(=O)Nc1cc(Cl)ccc1C)C(=O)c1cc(S(=O)(=O)N2CCCCCC2)ccc1OC in the list: 11	-22	7	-6	0.7	-14	4	-2.7	4
COC(=O)c1ccc(Cn2cc(Cl)cn2)o1 in the list: 5	2	-29	-4	0.1	0	-10	0.0	3

Later entries:
13) Cn1nc(-c2ccccc2)nc1-c1ccccc1
14) S=c1[nH]nc(-c2ccco2)n1/N=C/c1ccc(Cl)c(Cl)c1
15) N#Cc1cccnc1N1CCN(C(=O)c2ccco2)CC1
16) CC(Oc1cccc(F)c1)C(=O)/C=C\N(C)C (configuration not stated)
17) O=C(Cc1ccccc1)Nc1c(C(=O)N2CCN(c3ccc(F)cc3)CC2)oc2ccccc12
18) Cc1ccc(S(=O)(=O)N2CCN(c3ccccc3)CC2)c(C)c1

screen / no. | 13 | 14 | 15 | 16 | 17 | 18
D2 potentiator | 3 | 2 | -3 | 6 | -11 | 4
TRHR enhancer | -5 | 2 | 5 | 21 | 27 | 17
D1 antag | -9 | -9 | -24 | 3 | -43* | 2
RXFP1 antagonist | . | -19 | 0 | -16 | . | 2
TRHR ag | -0.4 | 0.0 | 0.1 | -0.2 | -2.1 | -0.1
D2 antagonist | -15 | -1 | 4 | 0 | . | -15
D1 potentiator | 3 | 1 | 3 | -3 | -2 | -2
D2 ag | -0.3 | -0.4 | 0.4 | -0.5 | 0.6 | -1.5
D1 ag | 0 | 0 | 1 | 11 | 6 | 2

19) O=C(c1ccc2c(c1)OCO2)N1CCN(c2ccccc2)CC1
20) Cc1cc(C)nc(NC(=O)/C=C/c2ccccc2Cl)n1
21) CCCCNC(=O)C(CC)(ONc1ccccc1C(F)(F)F)c1ccccc1OC (configuration not stated)
22) COC(=O)c1ccccc1NC(=O)COc1ccc(S(=O)(=O)NC(C)C)cc1
23) CCN(CC)c1ccc2cc(-c3nc4ccccc4[nH]3)c(=O)oc2c1
24) COc1cccc(C(C#N)N2CCOCC2)c1 (configuration not stated)

screen / no. | 19 | 20 | 21 | 22 | 23 | 24
D2 potentiator | 7 | -1 | 1 | -3 | -14 | 0
TRHR enhancer | 4 | -4 | -3 | 8 | -23 | 10
D1 antag | -3 | -11 | 6 | -2 | -77* | 17
RXFP1 antagonist | -3 | -1 | . | -12 | 8 | -8
TRHR ag | -0.3 | -0.1 | -0.3 | -0.2 | 207* | 0.0
D2 antagonist | -8 | -1 | 1 | 2 | 76* | -8
D1 potentiator | -5 | 4 | 3 | -5 | -10 | -2
D2 ag | 0.4 | -0.6 | 0.9 | 1.7 | 104* | 0.0
D1 ag | 0 | 2 | 3 | 5 | 547* | 2

As entered above:
D1 ag, no. 21 stands at 3
RXFP1 antagonist, no. 22 stands at -12

Continued:
25) COCCCC1CCN(C(=O)c2cc(COc3ccc(C)nc3)on2)CC1
26) O=C(Cc1ccccc1)NCC(=O)N/N=C/c1cccnc1
27) O=C(CSc1nc2[nH]ncc2c(=O)[nH]1)Nc1nccs1
28) Cc1cc(C(=O)COC(=O)c2ccc(N)c([N+](=O)[O-])c2)c(C)n1-c1ccc2c(c1)OCO2
29) Cc1nn(-c2ccccc2)c(C)c1NC(=O)COC(=O)c1cccc(OC(F)F)c1
30) COc1ccc(CNC(=O)C2CCN(c3nc(OC)nc(OC)n3)CC2)cc1

screen / no. | 25 | 26 | 27 | 28 | 29 | 30
D2 potentiator | . | 3 | -11 | 2 | 7 | 14
TRHR enhancer | 3 | -3 | 13 | -5 | -3 | 1
D1 antag | -2 | 18 | -25 | -25 | 11 | -6
RXFP1 antagonist | -13 | 17 | . | 11 | 2 | -5
TRHR ag | -1.2 | 0.2 | 0.4 | 0.0 | -0.5 | 0.9
D2 antagonist | . | -20 | 8 | -11 | -11 | 4
D1 potentiator | -1 | 4 | -2 | -4 | -4 | 2
D2 ag | . | 0.0 | -0.2 | -0.3 | 0.2 | 1.0
D1 ag | 8 | 1 | 0 | 7 | 6 | 2

31) CCOC(=O)c1cc2c(=O)n3ccccc3nc2n(CC2CCCO2)c1=NC(=O)c1ccc(F)cc1 (configuration not stated)
32) COCCN1C(=O)N(c2ccc(Cl)cc2)C(=O)C1CC(=O)Nc1cc(OC)cc(OC)c1 (configuration not stated)
33) Cc1ccc(N2C(=O)N(CC(=O)Nc3ccc(C)c(C)c3)C(=O)C2C)cc1 (configuration not stated)
34) CCOc1ccc2nc(NC(=O)Nc3ccccc3)sc2c1
35) COc1ccc(CCNc2nc3c(c(=O)n(C)c(=O)n3C)n2C)cc1OC
36) CC(C)C(C(=O)Nc1ncn[nH]1)N1C(=O)c2ccccc2C1=O (configuration not stated)

screen / no. | 31 | 32 | 33 | 34 | 35 | 36
D2 potentiator | 0 | -4 | 2 | -2 | -3 | 31*
TRHR enhancer | 9 | 5 | -3 | -1 | -8 | 5
D1 antag | -2 | -23 | 39 | -1 | -12 | -4
RXFP1 antagonist | . | 0 | -4 | -6 | -11 | -3
TRHR ag | -0.1 | 0.1 | 0.3 | -1.0 | 0.1 | 0.8
D2 antagonist | . | 8 | 7 | 32* | 7 | 3
D1 potentiator | 0 | -5 | -5 | -5 | -6 | 0
D2 ag | -0.1 | 0.7 | -0.6 | 0.8 | 0.1 | 0.4
D1 ag | -2 | 3 | 0 | 1 | 1 | 0

More compounds follow:
# | mol | D2 potentiator | TRHR enhancer | D1 antag | RXFP1 antagonist | TRHR ag | D2 antagonist | D1 potentiator | D2 ag | D1 ag
37 | CCC(C(=O)Nc1ccc([N+](=O)[O-])cn1)c1ccccc1 (configuration not stated) | 14 | -3 | 40 | -3 | 1.9 | -3 | -8 | 2.8 | 7
38 | CCCCNC(=O)C1CCN(C(=O)Nc2ccc(C)cc2)CC1 | 1 | 2 | -8 | -3 | -0.1 | -11 | -3 | 0.1 | -1
39 | COc1ccc(CN2CCN(C(=O)CCC(=O)Nc3nnc(C4CCCCC4)s3)CC2)cc1F | . | -8 | -4 | -39 | 0.4 | . | -7 | . | 16
40 | Cc1occc1C(=O)N/N=C/c1ccc2c(c1)OCO2 | 0 | -4 | -13 | 5 | -0.4 | 15 | -5 | 0.6 | 1
41 | O=C(O)c1c(NC(=O)N2CCCC2)sc2c1CCCC2 | 3 | -5 | 13 | -1 | 0.3 | -2 | -7 | -0.4 | 4
42 | COc1cc(Cl)c(CN2CCCC(CO)(Cc3ccccc3)C2)cc1OC (configuration not stated) | 4 | 14 | -13 | 4 | -0.1 | -11 | 1 | 0.9 | 1
43 | COCc1cc(C)nc(SCc2nc3ccccc3c(=O)[nH]2)c1C#N | -6 | 3 | -14 | 3 | 1.2 | -3 | -8 | 3.2 | 3
44 | O=C1CC(c2ccc3c(c2)OCCO3)Oc2ccc([N+](=O)[O-])cc21 (configuration not stated) | -16 | -7 | 6 | 14 | 0.2 | -9 | -8 | 1.1 | 5
45 | COc1cccc(NC(=O)CSc2nc3c(sc4ccccc43)c(=O)n2CCN(C)C)c1 | 17 | 5 | -11 | -64* | 0.0 | 6 | -14 | -0.6 | 2
46 | COc1cc(/C=N/NC(=O)COc2ccc(-n3cnnn3)cc2)ccc1OCC(N)=O | -15 | 5 | 16 | -28 | 0.7 | 6 | -4 | 1.1 | 0
47 | C/C(O)=c1/cnc2nc3ccccc3n2c1=O | -5 | -7 | -44* | -34 | 0.1 | 5 | -8 | 2.1 | 3
48 | C=C(C(=O)O)C1CCC2(C)CCCC(C)(O)C2C1 (configuration not stated) | 5 | 1 | -6 | 11 | -0.1 | 23 | 4 | -2.1 | 1
49 | O=C(CC1c2ccccc2Oc2ccccc21)N1CCN(c2ccccn2)CC1 | 16 | -12 | -6 | -11 | -1.0 | -14 | -6 | 0.2 | 3
50 | Cc1ccccc1-c1nn(-c2ccccc2)cc1C(=O)NCC(c1ccco1)N1CCCC1 (configuration not stated) | -24 | 2 | 0 | 8 | 1.8 | 2 | 1 | 0.5 | 5
51 | CC(=O)N1CCN(C(=O)COc2ccc3oc4c(c3c2)CCCC4)CC1 | -3 | -5 | 20 | 1 | -0.4 | -14 | -2 | 1.9 | 4
